Bioassay records (PubChem)
MIN6 prolif: inducers of beta-cell replication in MIN6 cells | MIN6 cells proliferation, ATPlite luminescence, 48 h; cells starved in 0.2% serum; 100% = growth in 10% serum | proliferation, % at 10 µM | 330,000 tested, 0.29% active | AID 2380;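 active means compounds whose signal lies at least 3.5 SD above the mean of all wells on their plate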;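 further: 0% = DMSO-treated cells in low-serum medium and 100% = 10% serum control; some compounds called inactive have numbers as strong as hits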
mIAP block: mouse IAP inhibition. purified mouse IAP, CDP-Star luminescence, 30 min. inhibition, % at 10 µM. 330,000 tested, 0.2% active;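 active means inhibition of at least 40% at 10 µM in the primary screen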;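 further: plate controls were DMSO with enzyme for no effect and no enzyme wells for full effect; values of inactives mirror those of a sister screen read the other way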
APOBEC3A inh: blocks human APOBEC3A ssDNA deamination | 330,000 tested, 0.41% active | P31941 | inhibition, % at 20 µM | recombinant A3A, FAM/TAMRA ssDNA deamination fluorescence | AID 493011;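 active means at least 40% inhibition at 20 µM here, with at most 30% in a related deaminase screen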;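 further: plate controls were A3A with DMSO for no effect and wells lacking A3A enzyme for full effect; some results filed as inactive read as strong as hits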
hIAP inh: human IAP inhibition; P09923; 330,000 tested, 0.12% active; inhibition, % at 10 µM; purified IAP, CDP-Star luminescence, 30 min;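 active means inhibition reaching a set limit with compound at 10 µM in the primary screen, cut at about 35% in these data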;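 further: plate controls were DMSO wells with enzyme for no effect and no-enzyme buffer wells for full effect; values of inactives mirror those of a sister screen read the other way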
Target sequence (P09923 whole entry, looked up): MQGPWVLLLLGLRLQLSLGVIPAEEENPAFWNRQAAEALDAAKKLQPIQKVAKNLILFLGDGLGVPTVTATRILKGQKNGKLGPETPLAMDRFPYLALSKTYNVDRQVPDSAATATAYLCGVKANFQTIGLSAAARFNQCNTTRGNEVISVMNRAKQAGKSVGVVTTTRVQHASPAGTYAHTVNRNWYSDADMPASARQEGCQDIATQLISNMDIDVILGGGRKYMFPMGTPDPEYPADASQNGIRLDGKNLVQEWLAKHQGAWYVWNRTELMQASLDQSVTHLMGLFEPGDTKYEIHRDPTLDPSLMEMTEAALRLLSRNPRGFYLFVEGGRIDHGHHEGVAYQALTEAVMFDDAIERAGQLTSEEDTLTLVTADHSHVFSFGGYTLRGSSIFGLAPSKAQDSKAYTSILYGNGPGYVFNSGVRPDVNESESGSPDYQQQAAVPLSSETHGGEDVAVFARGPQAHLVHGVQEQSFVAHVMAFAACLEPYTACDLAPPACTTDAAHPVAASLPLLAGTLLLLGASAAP
A3G deaminase: APOBEC3G (human) deaminase inhibition. Q9HC16. inhibition, % at 20 µM. AID 493012. 330,000 tested, 0.28% active. recombinant A3G, ssDNA deamination FAM/TAMRA fluorescence;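 active means inhibition of at least 40% at 20 µM, with no more than 30% in the related APOBEC3A deaminase screen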;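 further: plate controls were DMSO wells with A3G for no effect and wells lacking A3G enzyme for full effect; some compounds called inactive have numbers as strong as hits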
MPTP inh: blocks calcium-induced mitochondrial swelling. isolated mouse mitochondria, Ca2+ swelling absorbance, 30 min. inhibition, % at 10 µM. 360,000 tested, 1.4% active. AID 602449;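 active means inhibition of 50% or more, scaled per plate between neutral and stimulator controls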;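 further: 0% = DMSO wells given calcium and 100% = 1 mM EGTA wells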
hIAP act: increases human intestinal alkaline phosphatase activity; P09923; purified human IAP, CDP-Star luminescence, 30 min; stronger effect = higher value; 1 = vehicle-only enzyme, 0 = enzyme-free background; activation factor at 10 µM; 330,000 tested, 0.16% active; AID 2524;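 active means activation factor of the enzyme at least 2-fold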; further: the source names both 10 and 20 µM as test concentration; values of inactives mirror those of a sister screen read the other way
mIAP activ: mouse IAP activation; activation factor at 10 µM; muIAP, CDP-Star luminescence, 30 min; stronger effect = higher value; 1 = vehicle-only enzyme signal, 0 = enzyme-free wells; 330,000 tested, 0.24% active;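 active means activation factor of at least 2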; further: the source names both 10 and 20 µM as test concentration; values of inactives mirror those of a sister screen read the other way
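System: mouse IAP enzyme. Reagent: CDP-Star chemiluminescent phosphatase substrate. Benchmarks: DMSO wells, no-enzyme wells. Times: 30 min enzyme-substrate-compound incubation at room temperature. Detection: luminescence from enzymatic CDP-Star hydrolysis. Doses: test compounds delivered from DMSO solution.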
ATG4B inhibitor: inhibitors of human ATG4B cysteine protease; AID 504462; ATG4B cleavage of LC3-PLA2, NBD-HPC fluorescence, 1 h; Q9Y4P1; 340,000 tested, 0.51% active; inhibition, % at 8.33 µM; in the data active means inhibition above about 40%
Target sequence (Q9Y4P1 whole entry, looked up): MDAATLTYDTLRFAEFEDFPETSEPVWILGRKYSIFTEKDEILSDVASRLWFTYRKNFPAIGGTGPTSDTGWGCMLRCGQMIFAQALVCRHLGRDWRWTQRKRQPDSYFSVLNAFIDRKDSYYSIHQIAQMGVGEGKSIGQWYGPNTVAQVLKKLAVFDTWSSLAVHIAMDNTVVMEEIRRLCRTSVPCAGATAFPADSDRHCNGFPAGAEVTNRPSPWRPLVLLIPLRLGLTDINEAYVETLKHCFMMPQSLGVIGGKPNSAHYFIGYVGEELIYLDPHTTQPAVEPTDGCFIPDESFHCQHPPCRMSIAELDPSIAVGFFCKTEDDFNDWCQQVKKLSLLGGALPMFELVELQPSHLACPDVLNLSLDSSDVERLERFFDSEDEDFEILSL
* = called active by the depositor. Outcome played no part in choosing rows; overall some 3.3% were active at least once.

canonical_smiles	MIN6 prolif	mIAP block	APOBEC3A inh	hIAP inh	A3G deaminase	MPTP inh	hIAP act	mIAP activ	ATG4B inhibitor
O=C(Nc1cccc(F)c1)C1CCCN1S(=O)(=O)c1cccc2cccnc12 (centres undefined)	0	-2	-1	-1	-7	-0.6	1	1	-14
O=C(NCCc1csc(-c2ccccc2)n1)c1ccccc1F	1	1	-2	-1	2	2.7	1	0.99	-4
Cc1ccc(CN(Cc2ccccc2)C(=S)Nc2ccccc2C)o1	0	13	0	5	-2	0.5	0.95	0.87	-5
CC1(C)S[C@@H]2[C@H](NC(=O)COc3ccccc3)C(=O)N2C1C(=O)OCC1CCCCC1 (some centres undefined)	0	4	-1	7	-6	0.2	0.93	0.96	-11
COc1cc(C(=O)Nc2ccc(N(C)C)cc2)cc(OC)c1OC	-2	4	-2	-14	-4	-1.2	1.1	0.96	-1
CCc1ccc(C(=O)Nc2ccc(S(=O)(=O)Nc3nc(C)cc(C)n3)cc2)o1	-2	1	-3	-11	-7	-0.5	1.1	0.99	-2
COc1ccc(S(=O)(=O)N2CCOCC2)cc1NC(=O)c1ccc2c(c1)OCO2	-4	0	1	1	-2	-0.2	0.99	1	-32
COCc1c(C(=O)N/N=C/c2ccc(C)o2)nnn1-c1nonc1N	0	5	-1	12	-4	-3.0	0.88	0.95	-4
Cc1cc(NC(=O)CCC(=O)N(CC(=O)NC2CCCC2)Cc2ccco2)no1	-2	-2	-2	-2	-4	3.1	1	1	-2
Cn1c2ccccc2c2cnn(CC(=O)Nc3ccc(F)cc3F)c(=O)c21	1	-6	3	11	1	2.4	0.89	1.1	-4
CCNC(=O)COC(=O)c1cc(-c2ccc(OC)cc2)nc2ccccc12	-4	2	0	28	-6	2.7	0.72	0.98	-9
COc1ccc(CNC(=O)N2CCc3ccccc3C2)cc1Cl	-2	5	1	1	-3	0.3	0.99	0.95	11
O=C1CCc2cc(S(=O)(=O)NC3CCCCC3)ccc2N1	-1	-17	-1	8	-3	-1.7	0.92	1.2	-5
Cc1ccc(OCC(=O)c2ccc(Cl)s2)c([N+](=O)[O-])n1	1	32	9	-4	0	1.0	1	0.68	31
C#CCn1c(=NC(=O)CSCC(=O)N2CCOCC2)sc2ccccc21	5	14	0	9	-3	1.7	0.91	0.86	7
CS(=O)(=O)N(CCc1ccccc1)CC(=O)NCc1ccc(Cl)cc1	-4	-6	1	-4	3	-0.6	1	1.1	-9
O=C(CC1SC(N2CCCCC2)=NC1=O)Nc1ccc(C(=O)NCCc2ccc(F)cc2)cc1 (centres undefined)	-4	-17	-6	4	-9	-0.2	0.96	1.2	-4
Cc1cnc(NC(=O)CSc2ccccc2)s1	0	2	2	11	1	-0.7	0.89	0.98	4
COC(=O)C(CC(=O)c1ccc(Cl)cc1)c1ccc(C(C)C)cc1 (centres undefined)	-2	2	0	9	-2	0.2	0.91	0.98	5
O=C(CN1CCN(c2ccccc2O)CC1)Nc1ccnn1C1CCCC1	-4	-6	1	-4	-6	0.4	1	1.1	-25
CCNC(=O)CN(c1ccc(CC)cc1)S(C)(=O)=O	0	-6	-2	0	-3	0.3	1	1.1	-7
CC(CC(=O)Nc1ccc(F)cc1)S(=O)(=O)c1ccc2c(c1)NC(=O)CO2 (centres undefined)	-2	-1	0	12	2	0.1	0.88	1	-2
O=C(COC(=O)c1c(Cl)cccc1Cl)NC1CCCCC1	-2	0	-1	4	-8	-1.3	0.96	1	-6
CC1=Nc2cc(C(=O)NCc3ccco3)ccc2Sc2ccc(C)cc21	0	1	-2	15	-3	-1.9	0.85	0.99	33
CCCCN(CC)CCCNC(=O)c1cc2cc3ccc(C)cc3nc2o1	0	0	-1	8	-4	1.3	0.92	1	-1
O=C(C[n+]1cc(-c2ccccc2)n2c1CCC2)OCc1ccccc1	0	-5	1	9	-1	0.7	0.91	1.1	4
CCOC(=O)C1=C(C)NC2=C(C(=O)CCC2)C1c1cc(OC)ccc1OC (centres undefined)	-1	-14	-5	3	1	0.1	0.97	1.1	-4
Cc1ccc(NC(=O)C2CCN(C(=O)c3ccccc3C)CC2)nc1	11	6	-4	5	-9	-0.9	0.95	0.94	-1
Cc1ccc(OCC(=O)N/N=C/c2c[nH]c3ccccc23)c([N+](=O)[O-])c1	0	-5	0	9	-6	1.6	0.91	1.1	-20
Cc1ccc(NC(=O)C2(c3ccccc3)CCOCC2)cc1	0	-1	-3	4	-4	-0.1	0.96	1	-6

Remaining list, next part:
Letter code – A = MIN6 prolif; B = mIAP block; C = APOBEC3A inh; D = hIAP inh; E = A3G deaminase; F = MPTP inh; G = hIAP act; H = mIAP activ; I = ATG4B inhibitor
> O=C(c1ccc(Cn2ccc([N+](=O)[O-])n2)cc1)N1CCN(Cc2ccccc2)CC1
  A = -1; B = -8; C = -3; D = 9; E = -10; F = 2.9; G = 0.91; H = 1.1; I = -7
> Cc1ccc(S(=O)(=O)Cn2nnnc2C(CC(C)C)N2CCN(C(=O)c3ccco3)CC2)cc1 (centres undefined)
  A = -3; B = -8; C = 2; D = 9; E = -2; F = 0.3; G = 0.91; H = 1.1; I = 13
> CCN1CCc2c(OCC(=O)Nc3cccc(C)c3)cccc2C1=O
  A = -5; B = -16; C = -10; D = -12; E = -7; F = 0.4; G = 1.1; H = 1.2; I = -10
> Cc1ccc(NC(=O)CSc2nn(-c3ccc(Cl)cc3)c(=S)s2)cc1S(=O)(=O)N(C)C
  A = 0; B = 0; C = 0; D = -13; E = -5; F = 86*; G = 1.1; H = 1; I = -5
> COc1ccc(CCNC(=O)CC2SC(=NCCC(C)C)NC2=O)cc1OC (centres undefined)
  A = -3; B = 6; C = 2; D = 0; E = 0; F = 0.0; G = 1; H = 0.94; I = -7
> N#CC1(NC(=O)COC(=O)Cn2[nH]c(=O)c3ccccc3c2=O)CCCCC1
  A = 5; B = 4; C = -2; D = 0; E = -8; F = -0.1; G = 0.99; H = 0.96; I = 12
> Cc1cccc2cc3ccccc3nc12
  A = -1; B = 8; C = 0; D = 1; E = -8; F = 2.5; G = 0.99; H = 0.92; I = -10
> CCCc1nnc(NC(=O)CCC(=O)N2CCN(c3ccccn3)CC2)s1
  A = 1; B = 5; C = 0; D = 16; E = -8; F = -0.4; G = 0.84; H = 0.95; I = 11
> COC(=O)c1ccccc1SC1CC(=O)N(c2cccc(C)c2)C1=O (centres undefined)
  A = -2; B = 3; C = -8; D = -16; E = -7; F = 1.3; G = 1.2; H = 0.97; I = 0
> CCOC(=O)C1=C(C)NC(=O)/C1=C\N(C)C
  A = 2; B = 5; C = -1; D = 7; E = -4; F = -0.8; G = 0.93; H = 0.95; I = 0
> COc1ccccc1C(=O)N/C(=C\c1ccc(Br)cc1)C(=O)NCCO
  A = -2; B = 0; C = -1; D = -6; E = -10; F = 2.4; G = 1.1; H = 0.99; I = -2
> Cc1nc(NC(=O)c2ccco2)sc1C(=O)Nc1ccc(Br)cc1
  A = -3; B = 11; C = 1; D = 12; E = 0; F = 0.3; G = 0.88; H = 0.89; I = -13
> Cc1ccc(-c2csc(NC(=O)CCNC(=O)c3ccccc3Cl)n2)cc1
  A = -4; B = -4; C = -3; D = -6; E = -7; F = 10; G = 1.1; H = 1; I = -12
> O=[N+]([O-])c1cccc(Cl)c1NCCNS(=O)(=O)c1ccccc1
  A = 2; B = 9; C = -3; D = 13; E = -4; F = -3.5; G = 0.87; H = 0.91; I = -6
> Cc1ccc(C)c(NC(=O)CSc2nc(C)cc(C)c2C#N)c1
  A = -1; B = -10; C = -4; D = 8; E = -5; F = -0.3; G = 0.92; H = 1.1; I = 2
> CCOc1ccc(NC(=O)c2sc3nc(N4CCOCC4)c4c(c3c2N)CCCC4)cc1
  A = 1; B = 11; C = -5; D = -4; E = -4; F = -0.2; G = 1; H = 0.89; I = -1
> OC(COc1ccccc1)CN1CCCCCC1 (centres undefined)
  A = -1; B = 2; C = 4; D = -9; E = -2; F = -0.9; G = 1.1; H = 0.98; I = -3
> COc1ccc(-c2noc(CN(C)C(=O)CCN3C(=O)[C@H]4CC=CC[C@H]4C3=O)n2)cc1
  A = -1; B = 0; C = -1; D = -31; E = -1; F = -0.7; G = 1.3; H = 1; I = -1
> Cc1cccc(CSCC(=O)NCc2ccc(S(N)(=O)=O)cc2)c1
  A = 1; B = 10; C = 1; D = -23; E = 0; F = -0.6; G = 1.2; H = 0.91; I = -3

Arranged by number of heavy atoms (ascending): 13 of the compounds above.
Letter code – A = MIN6 prolif; B = mIAP block; C = APOBEC3A inh; D = hIAP inh; E = A3G deaminase; F = MPTP inh; G = hIAP act; H = mIAP activ; I = ATG4B inhibitor
> Cc1cccc2cc3ccccc3nc12
  A = -1; B = 8; C = 0; D = 1; E = -8; F = 2.5; G = 0.99; H = 0.92; I = -10
> CCOC(=O)C1=C(C)NC(=O)/C1=C\N(C)C
  A = 2; B = 5; C = -1; D = 7; E = -4; F = -0.8; G = 0.93; H = 0.95; I = 0
> OC(COc1ccccc1)CN1CCCCCC1 (centres undefined)
  A = -1; B = 2; C = 4; D = -9; E = -2; F = -0.9; G = 1.1; H = 0.98; I = -3
> O=[N+]([O-])c1cccc(Cl)c1NCCNS(=O)(=O)c1ccccc1
  A = 2; B = 9; C = -3; D = 13; E = -4; F = -3.5; G = 0.87; H = 0.91; I = -6
> Cc1cccc(CSCC(=O)NCc2ccc(S(N)(=O)=O)cc2)c1
  A = 1; B = 10; C = 1; D = -23; E = 0; F = -0.6; G = 1.2; H = 0.91; I = -3
> COC(=O)c1ccccc1SC1CC(=O)N(c2cccc(C)c2)C1=O (centres undefined)
  A = -2; B = 3; C = -8; D = -16; E = -7; F = 1.3; G = 1.2; H = 0.97; I = 0
> COc1ccccc1C(=O)N/C(=C\c1ccc(Br)cc1)C(=O)NCCO
  A = -2; B = 0; C = -1; D = -6; E = -10; F = 2.4; G = 1.1; H = 0.99; I = -2
> CCCc1nnc(NC(=O)CCC(=O)N2CCN(c3ccccn3)CC2)s1
  A = 1; B = 5; C = 0; D = 16; E = -8; F = -0.4; G = 0.84; H = 0.95; I = 11
> N#CC1(NC(=O)COC(=O)Cn2[nH]c(=O)c3ccccc3c2=O)CCCCC1
  A = 5; B = 4; C = -2; D = 0; E = -8; F = -0.1; G = 0.99; H = 0.96; I = 12
> O=C(c1ccc(Cn2ccc([N+](=O)[O-])n2)cc1)N1CCN(Cc2ccccc2)CC1
  A = -1; B = -8; C = -3; D = 9; E = -10; F = 2.9; G = 0.91; H = 1.1; I = -7
> Cc1ccc(NC(=O)CSc2nn(-c3ccc(Cl)cc3)c(=S)s2)cc1S(=O)(=O)N(C)C
  A = 0; B = 0; C = 0; D = -13; E = -5; F = 86*; G = 1.1; H = 1; I = -5
> CCOc1ccc(NC(=O)c2sc3nc(N4CCOCC4)c4c(c3c2N)CCCC4)cc1
  A = 1; B = 11; C = -5; D = -4; E = -4; F = -0.2; G = 1; H = 0.89; I = -1
> Cc1ccc(S(=O)(=O)Cn2nnnc2C(CC(C)C)N2CCN(C(=O)c3ccco3)CC2)cc1 (centres undefined)
  A = -3; B = -8; C = 2; D = 9; E = -2; F = 0.3; G = 0.91; H = 1.1; I = 13
